NTR1 ag = agonists of NTR1, primary screen, imaging, U2OS cells, beta-arrestin-GFP, high content (AID 493036). activation, % at 20 µM. Neurotensin receptor type 1 (Homo sapiens), P30989. actives 0.17% (n = 330,000). NTR1-U2OS beta-arrestin-GFP spot imaging, agonist mode;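 active means activation at or above 40% of the spot to cytoplasm intensity ratio, with at least 20 cells analyzed; inconclusive means wells under 20 cells, flagged as cytotoxic or low count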;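 further: 0% = DMSO without peptide and 100% = 100 nM NTR1 peptide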
Target sequence (P30989 whole entry, looked up): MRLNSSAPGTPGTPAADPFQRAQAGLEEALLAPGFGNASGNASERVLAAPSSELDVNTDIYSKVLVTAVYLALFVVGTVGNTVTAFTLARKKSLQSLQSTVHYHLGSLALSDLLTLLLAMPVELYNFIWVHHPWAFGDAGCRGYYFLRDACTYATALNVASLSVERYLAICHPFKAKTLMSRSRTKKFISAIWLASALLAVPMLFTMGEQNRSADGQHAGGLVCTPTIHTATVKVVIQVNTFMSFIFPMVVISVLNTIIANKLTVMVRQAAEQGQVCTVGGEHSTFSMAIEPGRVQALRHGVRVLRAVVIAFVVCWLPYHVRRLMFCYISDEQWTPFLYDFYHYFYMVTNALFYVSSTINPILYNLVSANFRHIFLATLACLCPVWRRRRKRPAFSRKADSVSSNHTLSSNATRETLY
Salmonella PhoP GFP = inhibitors of PhoP regulon expression, primary screen, Salmonella Typhimurium, GFP reporter (AID 1863); one-dose inhibition, % at 50 µM; IC50 in µM for titrated hits; actives 0.16% (n = 300,000); S. Typhimurium PhoP-regulated promoter GFP reporter, 4 h; higher % means a stronger effect;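 active means inhibition over 29.93%, a cutoff 3 SD above the screen mean, later confirmed by dose response; inconclusive means inhibition over 29.93% but no dose response follow-up; inactive means inhibition at most 29.93% or unconfirmed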;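 further: 0% = low Mg2+ inducing control and 100% = high Mg2+ repressing control; strong numbers were not always called active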
HIV fusion peptide = inhibitors of HIV fusion peptide binding, primary screen, biochemical, uHTS, fluorescence dequenching (AID 1986) | inhibition, % at 20 µM; hits with a dose series show IC50 in µM | actives 0.3% (n = 290,000) | cell-free peptide binding, fluorescence dequenching, 30 min; higher % means a stronger effect; in the data active means inhibition mostly above about 52%, no sharp cut-off; inactive means mostly below about 76%; further: some results filed as inactive read as strong as hits
MgcRacGAP inhibition = MgcRacGAP GTPase-activating activity inhibitors, confirmation, biochemical, ADP Hunter fluorescence. MgcRacGAP-stimulated Rac1 GTP hydrolysis, ADP Hunter fluorescence; higher % means a stronger effect; GST-tagged Rac1 F28L mutant substrate. inhibition, % at 30 µM, or IC50 in µM where a hit was titrated. Rac GTPase-activating protein 1 (Homo sapiens). actives 0.6% (n = 340,000);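 active means first-screen hits whose inhibition reached a set limit at any dose in the follow-up dose series; inconclusive means inhibition above the set first-screen limit but never retested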;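 further: fluorescence reports GDP produced by GAP-driven GTP hydrolysis; strong numbers were not always called active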
GPR55 LPI antagonism = GPR55 antagonists blocking LPI-driven arrestin recruitment, primary screen, imaging, U2OS, beta-arrestin-GFP, LPI agonist (AID 2013); one-dose inhibition, % at 10 µM; IC50 in µM for titrated hits; G-protein coupled receptor 55 (Homo sapiens); actives 0.13% (n = 290,000); U2OS GPR55 beta-arrestin-GFP translocation imaging, LPI antagonism; higher % means a stronger effect;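 active means spots per cell inhibited over 60%, with over 100 cells counted and total cytoplasm intensity under 500,000; inconclusive means wells with under 100 cells, flagged as likely toxic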;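 further: U2OS cells stably carrying GPR55 and arrestin-GFP stimulated by 5 µM LPI near EC80; imaged beta-arrestin-GFP aggregate spots per cell after agonist stimulation; plate controls were LPI-stimulated DMSO wells for no effect and DMSO wells without LPI for full effect; some results filed as inactive read as strong as hits; confirmed hits need IC50 under 10 µM and bright autofluorescent wells are also inconclusive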
LYP phosphatase = inhibitors of LYP phosphatase, biochemical, fluorescence intensity, uHTS (AID 1779). actives 0.054% (n = 290,000). Tyrosine-protein phosphatase non-receptor type 22 (Homo sapiens). inhibition, % at 11.5 µM; hits with a dose series show IC50 in µM. recombinant LYP phosphatase, fluorescence intensity; higher % means a stronger effect; in the data active means inhibition above about 50%;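 further: plate controls were vehicle with enzyme for no effect and no enzyme for full effect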
Myeloid diff MLP = induction of myeloid progenitor differentiation, primary screen, cell-based, flow cytometry, MLPCN library; calls only at 10 µM; actives 1% (n = 360,000); ER-HoxA9 myeloid progenitors, lysozyme-GFP differentiation; AID 624256, 2012;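 active means normalized GFP-positive differentiation at or above the plate's own cutoff, the solvent-only control mean plus 3 SD; inconclusive means no clear call, values can overlap the other calls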;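 further: cells exposed to compound for four days before flow analysis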
SIAH1 antagonists = Siah-1 peptide-binding antagonists, primary screen, biochemical, fluorescence polarization, rhodamine-plectin, uHTS (AID 1817); Siah-1 / rhodamine-plectin peptide fluorescence polarization; higher % means a stronger effect; actives 0.02% (n = 290,000); one-dose displacement, % at 20 µM; IC50 in µM for titrated hits; E3 ubiquitin-protein ligase SIAH1 (Homo sapiens);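 active means displacement of at least 50% at 20 µM, with a fluorescence ratio check between 0.3 and a set limit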;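 further: plate controls were Siah plus tracer with DMSO for no effect and tracer alone without Siah for full effect; strong numbers were not always called active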
GPR35 arrestin U2OS = GPR35 antagonists blocking zaprinast-driven arrestin recruitment, primary screen, imaging, U2OS, beta-arrestin-GFP, zaprinast agonist (AID 2058); G-protein coupled receptor 35 (Homo sapiens); U2OS GPR35 beta-arrestin-GFP translocation imaging, zaprinast antagonism; higher % means a stronger effect; one-dose inhibition, % at 10 µM; IC50 in µM for titrated hits; actives 0.052% (n = 290,000);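 active means inhibition of at least 50% with at least 30 cells and total cytoplasm GFP at most 10,000,000; inconclusive means under 30 cells or total GFP of 10,000,000 plus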
NTR1 ag cell count 20 µM = second read-out of NTR1 ag, no call of its own (marks repeat the call); cell count; measured here: cell count, cytotoxicity flag
Myeloid diff MLP GFP+ MAC1+ % = also measured in Myeloid diff MLP; calls as there; GFP+ MAC1+ double positive, %; measured here: differentiation confirmed by MAC1 staining
Numbers without * were called inactive; i = inactive; ? = inconclusive; · = no result given; + = active, no number.

Compound,NTR1 ag cell count 20 µM,SIAH1 antagonists,HIV fusion peptide,NTR1 ag,Myeloid diff MLP,GPR55 LPI antagonism,GPR35 arrestin U2OS,Salmonella PhoP GFP,Myeloid diff MLP GFP+ MAC1+ %,MgcRacGAP inhibition,LYP phosphatase
COc1ccc2[nH]cc(CCn3ccc(O)c(C/C=C/c4ccccc4)c3=O)c2c1,43,2%,-0.3%,-1.1,i,-8%,14%,6%,0.4,2%,5%
COc1ccc(C(=O)NNC2=NC(C)(C)Cc3cc(C)c(C)cc32)cc1,39,-3%,2.8%,-0.1,i,13%,-7%,4%,0.7,4%,-1%
O=C(CSCc1ccc(Cl)cc1)Nc1ccc(O)cc1C(=O)O,52,3%,1.4%,0.6,i,-8%,5%,-1%,0.9,11%,1%
COCC(=O)N(C)c1nnc(-c2cnc(C)cn2)s1,61,-4%,0.5%,-0.5,i,8%,-1%,6%,0.7,3%,-9%
COCc1cc(=O)[nH]c(=S)[nH]1,40,-5%,-0.8%,0.5,i,1%,-4%,-2%,0.0,6%,-9%
CN1CCC(N(C)S(=O)(=O)c2ccc(NC(=O)COc3ccc(Br)cc3Cl)cc2)CC1,35,·,·,22,i,·,·,-2%,0.7,1%,·
O=C(NCCN1CCN(C(=O)c2ccc([N+](=O)[O-])cc2)CC1)C(=O)NCc1ccccc1,49,0%,1.9%,-1.1,i,2%,2%,-1%,2.1,8%,2%
CCc1ccc(N(CC(=O)N2CCCCCC2)S(C)(=O)=O)cc1,75,-2%,-0.7%,2.0,i,-2%,1%,2%,0.8,-1%,-13%
CC(C)OCCCN1CC(=O)N2[C@@H](Cc3c([nH]c4ccccc34)C2(C)C)C1=O,96,3%,3.0%,-0.8,i,3%,-5%,·,0.7,4%,-5%
CC(C)Sc1nc2c(c(=O)n(C)c(=O)n2C)n1C,42,1%,-3.2%,2.3,i,4%,10%,-2%,4.5,1%,-4%
O=C(Nc1nc2c(s1)CCCC2)C1CCCN1C(=O)c1cccs1 (configuration not stated),96,2%,0.2%,1.1,i,14%,12%,-1%,0.8,1%,-7%
COc1ccc(N(Cc2cc3cccc(C)c3[nH]c2=O)C(=O)C2CCCO2)cc1 (configuration not stated),64,-6%,-2.8%,1.4,i,-4%,-7%,3%,0.4,12%,-2%
CC(=O)NCCCOc1ccc([N+](=O)[O-])cc1Cl,50,3%,-0.6%,0.6,i,5%,-1%,-2%,0.3,4%,0%
CC(C)OCCCNC(=O)c1ccc(C2SCC(=O)N2Cc2ccco2)cc1 (configuration not stated),64,1%,-0.4%,0.7,i,-1%,6%,-5%,1.4,3%,-6%
NC(=O)CSc1nnc(-c2ccc(S(=O)(=O)N3CCCC3)cc2)o1,47,1%,-0.1%,0.4,i,3%,-3%,-5%,7.1,3%,0%
CCCC(c1nnnn1CS(=O)(=O)c1ccc(C)cc1)N1CCC(C(N)=O)CC1 (configuration not stated),54,-3%,-0.4%,-1.5,?,-5%,-1%,3%,·,1%,-12%
COc1ccc(/C=C/C(=O)OCc2csc(-c3ccccc3)n2)cc1OC,53,3%,-0.8%,0.4,i,5%,-10%,2%,1.2,-1%,1%
COc1ccc(NC(=O)N(Cc2cccs2)Cc2cc3cc4c(cc3[nH]c2=O)OCO4)cc1,36,0%,2.7%,11,·,6%,-2%,2%,·,·,2%
Cc1c(C#N)c(N)nc2c3c(sc12)NC(=O)CC3c1ccc(F)cc1 (configuration not stated),37,0%,2.2%,1.2,i,1%,15%,8%,0.6,-8%,-5%
CCOc1ccc(N=c2oc3cc(O)ccc3cc2C(=O)NCC2CCCO2)cc1 (configuration not stated),67,1%,-1.4%,5.5,i,-2%,-20%,-4%,4.6,8%,-6%
Cc1nn(-c2ccccc2)c2c1C(c1ccc(F)cc1F)C(C#N)=C(N)O2 (configuration not stated),75,2%,0.3%,3.5,i,21%,7%,12%,4.9,6%,-2%
O=C(CNc1ccc(F)cc1)N/N=C1\CCCc2ccccc21,39,10%,-3.0%,0.9,i,-5%,0%,2%,0.2,8%,4%
Cc1noc(NS(=O)(=O)c2ccc(N/C=C\C(=O)c3ccc4c(c3)OCO4)cc2)c1C,84,4%,24%,-1.1,i,0%,10%,-2%,7.7,2%,4%
CCCCNC(=O)C1CCCNC1=O (configuration not stated),51,4%,0.3%,-0.7,i,11%,-3%,-11%,3.6,2%,-7%
CC1=C(C(=O)Nc2ccccc2)C(c2ccc(C)o2)n2c(s/c(=C\c3ccco3)c2=O)=N1 (configuration not stated),65,12%,44%,1.3,+,6%,-7%,-18%,1.5*,10%,5%
COCCCN1C(=O)C(O)=C(C(=O)c2ccco2)C1c1ccccc1 (configuration not stated),43,3%,-2.1%,2.2,i,3%,-2%,-8%,0.7,10%,1%
Cc1nc2c(C(=O)NCc3cccs3)cnn2c(C)c1Cc1ccccc1,58,5%,-0.1%,12,·,4%,12%,-6%,·,·,0%
O=C(Cc1ccccc1)NCC1CCCO1 (configuration not stated),48,-2%,4.7%,0.4,i,-10%,9%,-6%,4.1,-1%,2%
COc1ccc(-c2csc(Nc3ccccn3)n2)cc1OC,67,6%,-1.3%,8.0,i,-17%,5%,-2%,0.5,-2%,-2%
CCOc1ccccc1C(=O)N(CCC(=O)OC)c1ccccn1,51,-6%,-1.6%,0.0,i,3%,8%,10%,1.1,-1%,-10%
c1ccc(COc2ccc(OCCCN3CCCCC3)cc2)cc1,74,8%,1.1%,-4.0,i,12%,10%,21%,0.9,14%,-10%
CCOc1ccc(-n2c(SCC(=O)NC3CCS(=O)(=O)C3)nnc2-c2cccnc2)cc1 (configuration not stated),73,2%,1.6%,-0.6,i,15%,-6%,7%,0.5,6%,1%
CCOC(=O)Cc1nnc(NC(=O)CSc2ccccc2)s1,52,-1%,4.3%,-0.7,i,3%,-11%,-5%,1.5,3%,-5%
CNC(=O)C1CCN(S(=O)(=O)c2c(C)noc2/C=C/c2cccc(OC)c2)CC1,59,-2%,0.0%,-6.1,?,-2%,-4%,·,·,2%,-6%
CCN(CC)S(=O)(=O)c1ccc(Cl)c(C(=O)NC2CCCC2)c1,39,1%,-0.6%,-0.3,i,0%,-20%,-19%,0.8,8%,-8%
CC(C)Sc1ncnc2c1oc1ccccc12,78,0%,30%,3.0,i,-7%,4%,-1%,1.3,8%,-9%
COc1cccc(NC(=O)Cc2cn(C)c3ccccc23)c1,51,10%,-0.5%,-1.0,i,6%,1%,-1%,0.7,3%,6%
COc1ccc(NC(=O)C2CC(=O)N/C(=N/N=C/c3ccco3)S2)cc1 (configuration not stated),54,0%,-1.8%,0.4,i,3%,11%,-3%,0.5,·,2%
OCCCn1c(CCCNc2nc(-c3cccc(Br)c3)cs2)nc2cc(Cl)c(N3CCCCC3)cc21,87,-1%,1.0%,3.9,i,-2%,-12%,-29%,0.8,12%,-8%
Fc1ccccc1CSc1nnc(-c2cnccn2)n1Cc1ccco1,43,10%,-0.4%,3.0,i,-1%,-6%,0%,0.7,-4%,-7%
C=CCc1ccccc1OCC(O)CNC1CCCC1 (configuration not stated),76,-6%,-1.7%,0.1,i,-16%,15%,9%,2.9,8%,0%
CC(=O)c1cccc(NC(=O)N2CCC(c3nnc(SCC(N)=O)n3C)CC2)c1,63,-4%,-0.7%,1.5,i,3%,7%,1%,1.0,8%,-14%
COCC(C)NC(=S)N1CCN(c2ccccc2Cl)CC1 (configuration not stated),58,-5%,-0.2%,0.6,i,10%,13%,-4%,0.2,2%,-5%
O=C(COC(=O)Cc1cccs1)NCc1ccc(F)cc1,55,5%,0.6%,-0.1,i,19%,6%,4%,1.3,3%,-5%
CNCC(O)Cn1c(C(F)(F)F)nc2ccccc21 (configuration not stated),54,-3%,-0.1%,1.1,i,-2%,1%,4%,0.7,-1%,-4%
O=C(Nc1ccccc1)C1=C[C@@H](c2coc3ccccc3c2=O)C[C@@H](OCCCCO)O1,54,4%,2.4%,1.2,i,2%,-16%,-13%,1.2,4%,-3%
CC(C)(C)C(=O)NCCc1nc(-c2ccccc2)no1,85,·,·,3.2,i,·,·,4%,0.4,7%,·
CCc1nn(CC(=O)NCCc2ccc(Cl)cc2)c(=O)c2cccn12,50,0%,0.6%,0.3,?,-12%,-6%,-5%,·,-8%,-4%
Cc1ccccc1C(=O)c1cccn1CC(=O)NCc1ccc(F)cc1,61,4%,1.0%,-0.6,i,13%,-14%,-3%,2.4,8%,-10%
CCOC(=O)c1nn(-c2cccc(Cl)c2)c2nc(CC(C)C)c(C#N)c(=O)n12,82,23%,3.6%,1.1,i,2%,-4%,0%,0.9,2%,3%
CCOC(=O)CSC1=Nc2ccccc2C2=NC(CC(=O)NCc3ccc(OC)cc3)C(=O)N12 (configuration not stated),81,-1%,9.0%,2.7,i,8%,-8%,-4%,0.6,10%,1%
Cn1nc(-c2ccc(C(=O)Nc3cccc(Cl)c3)cc2)c2ccccc2c1=O,80,0%,0.8%,16,i,-4%,-11%,0%,1.9,4%,-6%
CCn1cc(C(=O)NCC2CCCO2)c(=O)c2cc(S(=O)(=O)N(C)C3CCCCC3)ccc21 (configuration not stated),46,2%,1.8%,4.0,i,9%,7%,-2%,0.3,-4%,-6%

Bioassay records deposited in PubChem by several laboratories.
